Source: PubChem (several laboratories)
HTRA1 inh = blocks human HTRA1 serine peptidase | recombinant HTRA1, FP-rhodamine activity-based probe, fluorescence polarization | inhibition, % at 5.96 µM | 340,000 compounds, 0.5% hits | AID 504803; in the data active = inhibition above about 36%;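 also: 0% = enzyme with DMSO and 100% = wells lacking enzyme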
PRMT1 inh = blocks human protein arginine methyltransferase 1 | recombinant PRMT1, activity-based probe fluorescence polarization | Q99873 | inhibition, % at 2.79 µM | AID 652257 | 370,000 compounds, 1.3% hits;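 active = inhibition above about 21% made by adding two undisclosed values, limit read from the data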
TDP2 absorb = TDP2 (human) inhibition, absorbance primary screen | O95551 | recombinant TDP2, T5PNP hydrolysis, p-nitrophenol absorbance 415 nm | inhibition, % at 12.8 µM | 370,000 compounds, 0.34% hits | AID 720702;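 active = inhibition above the mean of all tested compounds plus 3 SD, set per campaign, cut at about 25% in these data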;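 also: 0% = DMSO with enzyme and 100% = buffer with substrate but no TDP2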
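Incubation: 2 h at 37 °C; Test system: recombinant human TDP2; Quantity: enzyme 120 nM; Read-out basis: percent inhibition; Medium: 50 mM Tris-HCl pH 7.5 with Mg2+, KCl, DTT, BSA; Repeats: single replicate; Compound: 12.8 µM single point, 1% DMSO; Signal: epi absorbance; Reagent: 5 mM T5PNP chromogenic substrate; Benchmarks: no-enzyme high, DMSO-plus-enzyme low.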
TCR-CD3 inh = human TCR-CD3 binding inhibition; TAMRA-labeled TCR probe fluorescence, biochemical; inhibition, % at 9.4 µM; 360,000 compounds, 0.37% hits; in the data active = inhibition above about 19%;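 also: recombinant mutant TCR 2C K166C tagged with TAMRA read by polarization; 0% = receptor in buffer alone and 100% = receptor with positive control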
MBD2 inh = blocks human MBD2 binding to methylated DNA; Q9UBB5; TR-FRET, MBD2 binding to methylated oligonucleotide; inhibition, % at 4.4 µM; 370,000 compounds, 0.31% hits; in the data active = inhibition above about 13%
LEDGF integ inh = blocks HIV-1 LEDGF/p75-dependent DNA integration; TR-FRET IN-LEDGF/p75 DNA integration, Eu/Cy5; inhibition, % at 3.7 µM; 370,000 compounds, 0.64% hits; AID 743269;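 active = inhibition above the screen-wide mean plus 3 SD, cut at about 13% in these data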;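 also: signal is the Cy5 over europium emission ratio at 671 and 618 nm; 0% = plate median of compound wells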
ABHD4 inh = inhibitors of mouse ABHD4 | AID 720543 | inhibition, % at 8.92 µM | Q8VD66 | 370,000 compounds, 0.54% hits | purified mABHD4, FP-Rh probe fluorescence polarization;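 active = inhibition exceeding the mean over every tested compound plus 3 SD, cut at about 30% in these data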;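 also: 0% = plate median of compound wells and 100% = S159A mutant with DMSO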
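Assay system: wild-type mouse ABHD4 protein; compound: single nominal dose of 8.92 µM, 0.89% DMSO final; schedule: 45 min + 60 min at 25 °C; measured by: FP readout, ex 525 nm / em 598 nm; evaluation: % inhibition of FP-Rh probe binding versus controls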
SIAE inh = blocks human sialic acid acetylesterase; Q9HAT2; SIAE FP-Rh probe binding, fluorescence polarization; inhibition, % at 9.66 µM; 370,000 compounds, 0.69% hits; AID 1053197;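 active = inhibition above a cutoff: mean of compounds within the control limits plus 3 SD of those, cut at about 17% in these data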;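 also: 0% = plate median of compound wells and 100% = probe without SIAE protein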
rCAG RNA binder = binds r(CAG) RNA repeats; r(CAG) RNA repeat, TO-PRO-1 dye displacement fluorescence; inhibition, % at 3 µM; 370,000 compounds, 1.3% hits; AID 651821;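 active = inhibition above the plate cutoff, the mean of all test compounds on that plate plus 3 SD, cut at about 35% in these data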;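 also: 0% = DMSO alone and 100% = 100 µM mitoxantrone as full dye displacement; higher means more dye released from RNA so lower well fluorescence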
NPR2 activator = GC-B (human) receptor activation. P20594. HEK293-GC-B cells, CNP EC30, cGMP TR-FRET; 0% at EC30 CNP, 100% saturating CNP. activation, % at 10 µM. 370,000 compounds, 0.11% hits. AID 1920062;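 active = activation at 10 µM reaching about 35% in either raw or pattern-adjusted values, limit read from the data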
Target sequence (P20594 whole entry, looked up): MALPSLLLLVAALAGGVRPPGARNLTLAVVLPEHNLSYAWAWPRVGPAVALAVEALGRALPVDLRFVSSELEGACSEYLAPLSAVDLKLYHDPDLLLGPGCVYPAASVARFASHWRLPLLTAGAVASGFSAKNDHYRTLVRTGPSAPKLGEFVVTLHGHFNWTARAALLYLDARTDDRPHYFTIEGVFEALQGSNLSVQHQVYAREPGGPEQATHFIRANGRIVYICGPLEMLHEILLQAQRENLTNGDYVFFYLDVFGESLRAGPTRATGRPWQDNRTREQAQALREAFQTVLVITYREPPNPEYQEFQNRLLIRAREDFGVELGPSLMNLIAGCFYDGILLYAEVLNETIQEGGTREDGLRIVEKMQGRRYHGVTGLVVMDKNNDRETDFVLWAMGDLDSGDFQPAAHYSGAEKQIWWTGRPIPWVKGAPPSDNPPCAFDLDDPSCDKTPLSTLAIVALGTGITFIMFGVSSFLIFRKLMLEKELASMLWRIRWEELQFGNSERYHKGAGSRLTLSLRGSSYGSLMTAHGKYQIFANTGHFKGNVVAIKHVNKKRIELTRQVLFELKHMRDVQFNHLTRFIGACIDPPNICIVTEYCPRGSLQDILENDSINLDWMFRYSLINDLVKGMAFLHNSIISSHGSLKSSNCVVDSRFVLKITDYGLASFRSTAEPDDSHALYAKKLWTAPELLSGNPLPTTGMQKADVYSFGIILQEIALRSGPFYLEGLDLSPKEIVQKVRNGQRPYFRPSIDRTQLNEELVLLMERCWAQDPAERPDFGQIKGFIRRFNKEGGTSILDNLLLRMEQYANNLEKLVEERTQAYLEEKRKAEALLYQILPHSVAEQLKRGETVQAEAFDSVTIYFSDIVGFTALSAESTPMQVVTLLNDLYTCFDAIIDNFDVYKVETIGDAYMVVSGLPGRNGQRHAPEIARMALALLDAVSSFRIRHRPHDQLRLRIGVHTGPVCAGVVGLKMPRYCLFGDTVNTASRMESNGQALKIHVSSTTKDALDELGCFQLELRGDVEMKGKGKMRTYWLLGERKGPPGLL
* hit, by the source's call; · = not tested or not shown. This is a subset. The share of hits here may be higher or lower than overall.

item	Compound	NPR2 activator	ABHD4 inh	LEDGF integ inh	PRMT1 inh	MBD2 inh	SIAE inh	rCAG RNA binder	HTRA1 inh	TDP2 absorb	TCR-CD3 inh
1	Cc1ccc(CCNC(=O)CSCc2ccc(F)cc2)cc1	1	0	-2	-3	-1	4	-8	-7	7	3
2	CC(=O)Nc1ccc(NC(=O)C(C)c2cccc(C(=O)c3ccccc3)c2)cc1 (stereo not given)	-1	-11	5	-2	-2	9	3	-5	-5	-1
3	COC(=O)Cn1nc(-c2cccc(OC)c2)c2ccccc21	-4	0	3	-1	0	-3	·	·	0	·
4	Cc1ccc(C(C)NC(=O)c2cccs2)cc1 (stereo not given)	1	-4	4	-2	-1	2	0	4	2	2
5	Cc1cc(C)n(-c2ccc(Cl)c(C(=O)Nc3ccc(OC(F)(F)F)cc3)n2)n1	-8	5	-3	0	3	-1	0	0	-1	-2
6	Cn1cccc1/C=C1\SC(=Nc2ccccc2)NC1=O	-6	1	0	-1	-6	13	8	0	1	7
7	CCOC(=O)c1cnc2ccc(C(=O)OC)cc2c1Nc1cccc(C(=O)O)c1	-10	5	-5	0	0	8	-1	0	6	-5
8	COC(=O)c1c(C)[nH]c(C(=O)N2CCN(c3ccc(OC)cc3)CC2)c1C	0	-5	1	4	1	-1	0	·	-10	-5
9	CN(C)CCNC(=O)C(=O)Nc1cc2c3c(c1)CCN3C(=O)CC2	2	3	0	0	-4	3	2	-1	8	5
10	Cc1cccc(OCC(=O)NCCCNC(=O)c2cccnc2)c1	1	-4	-1	-3	-6	-5	0	-4	13	-1
11	COCCN(Cc1ccccc1)C(=O)Cc1ccc(OC)c(S(=O)(=O)N2CCOCC2)c1	-4	-8	0	-2	-4	-5	-6	1	-5	5
12	Cc1ccc(S(=O)(=O)Nc2nc(-c3ccc(F)cc3)cs2)cc1	0	12	3	-1	4	-1	62*	-2	3	4
13	Cc1ccc(C(=O)O)cc1-c1ccc(/C=C2\SC(=O)N(CC(=O)Nc3ccc4c(c3)OCO4)C2=O)o1	1	14	7	9	1	-22	56*	-28	9	11
14	CCN(CC)CCN1C(=O)C(=O)/C(=C(/O)c2ccc(OC(C)C)cc2)C1c1cccs1 (stereo not given)	-2	4	4	1	-1	-2	2	7	-5	5
15	Cc1ccc(N=CC2=C(O)CC(c3ccc(Cl)cc3)CC2=O)cc1 (stereo not given)	4	3	1	0	2	1	-2	3	-2	-1
16	Cc1ccc(S(=O)(=O)N2CCN(c3ccccc3)CC2)cc1C(=O)NC1CCCCC1	1	-1	0	5	0	-1	-5	4	3	-5
17	COc1ccc(/C=C2\SC(=S)N(CCCC(=O)N3CCOCC3)C2=O)cc1OC	1	-7	-3	-1	-2	-3	-4	-6	-6	0
18	CCc1nnc(SC(C)C(=O)Nc2nccs2)n1C (stereo not given)	3	-11	-2	5	6	-9	-3	2	-14	-6
19	O=C(NCc1ccc(Cl)cc1)c1noc2c1CCCC2	6	0	-5	-1	-1	-3	-5	-25	-9	-1
20	CNS(=O)(=O)c1cccc(C(=O)OCc2csc(-c3ccccc3)n2)c1	0	-29	-2	3	7	-15	1	-23	-10	3
21	Cc1ccc(-n2c(=O)[nH]c3ncccc3c2=O)cc1	7	-2	0	0	1	0	0	5	4	8
22	CCCNC(=O)C(Cc1ccc(Cl)cc1)NC(=O)c1ccc(-c2ccccc2)cc1 (stereo not given)	2	3	12	1	2	-1	4	-7	1	-5
23	Cn1cc(/C=C/C(=O)N2CCCC(C(=O)c3ccc(C(C)(C)C)cc3)C2)cn1 (stereo not given)	-1	-10	2	-1	3	6	-7	0	-12	2
24	CCOC(=O)C(NCCc1ccc(F)cc1)(NC(=O)CC)C(F)(F)F (stereo not given)	0	-3	-5	3	1	-4	-2	-1	8	-2
25	O=C(Cn1ccc([N+](=O)[O-])n1)NCc1nc2ccccc2[nH]1	1	0	2	-1	-2	1	-1	2	2	-7
26	Cc1ccc(S(=O)(=O)NCC2(c3ccccc3)CCOCC2)cc1	3	1	-7	2	0	-3	-1	3	-6	-3
27	Cc1ccc(S(=O)(=O)NCCCCCCNS(=O)(=O)c2ccc(C)cc2)cc1	5	-15	1	-4	2	-2	-1	-28	4	4
28	COCCNC(=O)CN(C(=O)CCC(=O)Nc1ccccn1)c1ccc(F)c(Cl)c1	1	9	-3	4	5	-7	-6	2	-1	6
29	CC1(C(=O)NCc2ccccc2)CSCC(=O)N1CCc1c[nH]c2ccccc12 (stereo not given)	-4	5	0	0	-3	4	12	·	6	16
30	Cc1ccccc1C(=O)Nc1cccc(C(=O)N/N=C/c2cc(Cl)cc([N+](=O)[O-])c2O)c1	2	37*	-10	2	-7	28*	87*	42*	-8	45*
31	Cn1ccc(=S)c2ccccc21	5	2	-4	1	0	2	0	-1	7	-2
32	Cn1cccc1/C=N/n1c(-c2ccc(Cl)cc2)n[nH]c1=S	3	3	-6	19	3	1	15	-6	-6	-9
33	COCCN1Cc2cccc(C(=O)Nc3ccc(C)c(C)c3)c2C1=O	-17	-3	1	1	3	-8	5	-16	0	-4
34	CCOC(=O)C1=C(N)N(c2ccc(C)cc2)C2=C(C(=O)CCC2)C1c1cccs1 (stereo not given)	-2	-6	4	2	-7	7	-4	-17	7	1
35	CC(C(=O)Nc1ccccc1-c1ccccc1)N1CCN(C(=O)c2ccccc2)CC1 (stereo not given)	0	-4	0	-1	-1	4	-7	-3	11	-4
36	Cc1ccc(C(=O)N/C(=C\c2ccc3c(c2)OCO3)C(=O)Nc2ccc(C(=O)O)cc2)cc1	4	-17	0	-2	0	0	26	-5	13	7
37	CC(=O)OC(=C(OC(C)=O)c1ccccc1)c1ccccc1	2	2	1	-4	1	-7	0	6	4	1
38	CC(C)=CC(=O)N1CCCc2ccccc21	1	-1	1	-2	-8	1	-4	1	12	5
39	COc1ccc(NC(=O)COc2cccc3c2CCN(Cc2cccnc2)C3=O)c(OC)c1	13	-2	4	-2	-4	0	0	-10	-1	0
40	CC(=O)c1ccc(N2CCN(C(=O)c3c(-c4ccccc4Cl)noc3C)CC2)cc1	-7	-5	2	-2	-2	0	-2	-1	13	8
41	COc1ccc(C2c3c(oc4ccccc4c3=O)C(=O)N2c2ccccn2)cc1OC (stereo not given)	-7	-1	2	1	-2	4	-1	2	1	-8
42	CC(C)(C)n1nnnc1C(c1ccccc1)N1CCN(C(=O)c2ccco2)CC1 (stereo not given)	-3	1	-3	1	-1	0	-2	·	-1	7
43	O=C(NC1CCCCC1)N1CCN(c2ccc(Cl)cc2)CC1	9	-1	-3	-4	-4	0	-5	8	7	3
44	Cc1c(C)[n+](=O)c2c(n1[O-])CCCCC2	7	0	-4	0	0	1	3	1	-3	5
45	CCCn1nc(C(=O)N2CCN(c3ccccn3)CC2)c2ccccc2c1=O	5	-8	4	-2	1	-7	-1	1	-4	0
46	Cc1cc(NC(=O)c2ccc(NC(=O)CC(C)C)cc2)no1	-3	0	-3	-2	0	-5	-3	0	-4	2
47	CCOc1cc(/C=N/NC(=O)COc2ccccc2C)ccc1OC(=O)c1cccs1	2	-9	3	-2	-3	-1	8	-4	6	6
48	Brc1ccc(C2Nc3cccc4cccc(c34)N2)s1	5	2	3	12	4	17	11	12	-11	6

Some of the entries so far, with one line to a screen.
30. Cc1ccccc1C(=O)Nc1cccc(C(=O)N/N=C/c2cc(Cl)cc([N+](=O)[O-])c2O)c1
31. Cn1ccc(=S)c2ccccc21
32. Cn1cccc1/C=N/n1c(-c2ccc(Cl)cc2)n[nH]c1=S

| Compound | 30 | 31 | 32 |
| --- | --- | --- | --- |
| NPR2 activator | 2 | 5 | 3 |
| ABHD4 inh | 37* | 2 | 3 |
| LEDGF integ inh | -10 | -4 | -6 |
| PRMT1 inh | 2 | 1 | 19 |
| MBD2 inh | -7 | 0 | 3 |
| SIAE inh | 28* | 2 | 1 |
| rCAG RNA binder | 87* | 0 | 15 |
| HTRA1 inh | 42* | -1 | -6 |
| TDP2 absorb | -8 | 7 | -6 |
| TCR-CD3 inh | 45* | -2 | -9 |

Continued.
item	Compound	NPR2 activator	ABHD4 inh	LEDGF integ inh	PRMT1 inh	MBD2 inh	SIAE inh	rCAG RNA binder	HTRA1 inh	TDP2 absorb	TCR-CD3 inh
49	CCCCCCOC(=O)c1ccccc1NC(=O)/C=C/C(=O)O	5	2	-6	19	2	3	4	0	-10	3
50	Cn1c(SCC(=O)Nc2ccc(Cl)cc2F)nnc1-c1ccco1	2	4	2	2	-6	5	-5	-1	5	7
51	Cc1nc(N)c(Cc2ccccc2F)c(N)n1	6	-2	-3	0	-1	-4	2	2	1	5
52	COc1cccc(C(=O)Nc2c3c(nn2-c2ccc(Cl)cc2)CS(=O)(=O)C3)c1OC	-5	-5	0	-1	-7	1	-3	-5	14	3
53	O=C(c1cccc(C(F)(F)F)c1)C1CCCN(C(=O)CCc2cnccn2)C1 (stereo not given)	-3	4	2	2	1	-3	-6	3	-1	0
54	COc1ccc(/C=C/C(=O)c2ccc3ccccc3c2O)cc1CN1CCOCC1	-4	0	1	-1	6	0	-5	-5	-1	3
55	Cc1ccc(-c2nc3ccc(Br)cn3c2Cc2cccc(Cl)c2)cc1	1	-44	1	-3	2	-9	26	·	-2	4
56	CC(=O)c1cccc(NC(=O)C2CCN(S(C)(=O)=O)CC2)c1	1	-2	3	2	3	-7	-1	-1	0	1
57	Cc1noc(C)c1C(=O)N1CCN(C(=O)c2sc3cc(Cl)ccc3c2Cl)CC1	1	2	-4	-3	3	-3	-3	5	10	1
58	Nc1nc(-c2cccnc2)nn1C(=O)c1ccc(Cl)cc1	-6	0	-3	3	3	-7	-2	-2	0	-3
59	Cc1ccccc1/C(N)=N/OC(=O)/C=C/c1ccccc1	-3	1	-5	2	-1	-1	4	-2	-10	6
60	O=C(c1c(Cl)cccc1Cl)N1CCN(c2cccc3[nH]ccc23)CC1	3	7	-2	-4	-2	3	1	0	0	11
61	O=C(Cc1cccs1)N/N=C/c1ccccc1	0	2	-3	1	1	-3	-3	·	-5	0
62	S=C(NCC1CCCO1)n1nnc2ccccc21 (stereo not given)	4	2	1	-1	2	-4	-1	·	-9	-2
63	CCc1nc(NCC2CC2)c2nnn(Cc3ccccc3)c2n1	10	-3	-2	-2	-2	0	-1	1	6	-9
64	C/C(=N\N=C\c1ccccc1)c1nnn(-c2nonc2N)c1C	0	1	0	-1	-2	-6	-1	-1	-6	-2
65	O=C(CN(CC1CCCO1)C(=O)CCC(=O)Nc1nccs1)NCc1ccccc1 (stereo not given)	8	1	-4	0	-3	-1	-4	-1	-3	3
66	COc1cc(OC)c(OC)cc1CN1CCc2ccccc2C1	1	11	0	-1	0	-3	-3	1	9	8
67	Cc1noc(C)c1CSCC(=O)N(C)CC(=O)Nc1ccc(F)cc1	-1	0	1	0	-3	-1	-2	2	6	1
68	N/C(=N\OC(=O)c1ccccc1Cl)c1ccccn1	-1	3	1	2	-6	-4	1	-2	12	2
69	CCOC(=O)C1C(c2ccccc2Cl)NC(=O)N(C)C1(O)C(F)(F)F (stereo not given)	4	2	-2	1	-2	-1	-7	-3	4	-2
70	Cc1ccc(CS(=O)(=O)CCC(=O)NCCCN2CCCC2=O)cc1	-5	6	0	2	2	-5	0	4	0	4
